HKDC1 inh = blocks human hexokinase HKDC1 activity. inhibition, % at 20 µM. actives 0.16% (n = 340,000). Q2TB90. recombinant HKDC1, G6PDH/diaphorase resazurin coupled fluorescence. AID 493160;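 active = inhibition above about 35% when tested at 20 µM, limit read from the data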;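 also: plate controls were DMSO wells with enzyme for no effect and DMSO wells lacking enzyme for full effect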
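Assay system: in-house recombinant HK5 (HKDC1) enzyme. Input: HKDC1 at 5 µg/mL. Medium: Tris pH 8.0 buffer with MgCl2, Tween-20, BSA, BME. Dosing: single 20 µM dose. Schedule: 90 min reaction incubation at room temperature, dark. Signal: resazurin-to-resorufin fluorescence via G6PDH and diaphorase coupling, 525/613 nm. Controls: DMSO-enzyme wells negative, buffer-substituted wells positive.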
MIN6 prolif = MIN6 beta-cell proliferation induction | MIN6 cells proliferation, ATPlite luminescence, 48 h; cells starved in 0.2% serum; 100% = growth in 10% serum | proliferation, % at 10 µM | actives 0.29% (n = 330,000) | AID 2380;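 active = compounds whose signal lies at least 3.5 SD above the mean of all wells on their plate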;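 also: 0% = DMSO-treated cells in low-serum medium and 100% = 10% serum control; some compounds called inactive have numbers as strong as hits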
UBC13 polyUb = human UBC13 polyubiquitination inhibition. P61088. UBC13 polyubiquitin chain formation, TR-FRET. inhibition, % at 20 µM. actives 0.47% (n = 330,000). AID 485273; in the data active = inhibition above about 45%, passing the limit was not always enough
Target sequence (P61088 whole entry, looked up): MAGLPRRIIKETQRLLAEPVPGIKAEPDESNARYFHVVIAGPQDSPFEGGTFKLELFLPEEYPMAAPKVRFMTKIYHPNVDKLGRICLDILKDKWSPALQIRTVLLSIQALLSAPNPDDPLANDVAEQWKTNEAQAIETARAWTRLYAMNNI
SENP8 block-1 = blocks human SENP8 cleavage of Nedd8 substrate | inhibition, % at 20 µM | actives 0.64% (n = 360,000) | AID 602440 | recombinant SENP8, Nedd8 substrate fluorescence | Q96LD8; in the data active = inhibition mostly above about 40%, no sharp cut-off; inactive = mostly below about 27%
Target sequence (Q96LD8 whole entry, looked up): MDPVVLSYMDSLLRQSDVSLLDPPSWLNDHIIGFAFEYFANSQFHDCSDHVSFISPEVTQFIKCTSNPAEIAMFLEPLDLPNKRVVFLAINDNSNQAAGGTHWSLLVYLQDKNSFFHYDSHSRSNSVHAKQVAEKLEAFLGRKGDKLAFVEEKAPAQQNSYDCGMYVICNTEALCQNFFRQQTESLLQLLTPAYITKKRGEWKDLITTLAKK
SENP7 inh = blocks the human protease SENP7; Q9BQF6; recombinant SENP7, Z-RLRGG-aminoluciferin luminescence, 40 min; inhibition, % at 5 µM; actives 1.5% (n = 330,000);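 active = inhibition above about 50% at the single test dose, limit read from the data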;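 also: plate controls were DMSO with enzyme for no effect and no enzyme buffer wells for full effect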
Target sequence (Q9BQF6 706-1050 limits assumed): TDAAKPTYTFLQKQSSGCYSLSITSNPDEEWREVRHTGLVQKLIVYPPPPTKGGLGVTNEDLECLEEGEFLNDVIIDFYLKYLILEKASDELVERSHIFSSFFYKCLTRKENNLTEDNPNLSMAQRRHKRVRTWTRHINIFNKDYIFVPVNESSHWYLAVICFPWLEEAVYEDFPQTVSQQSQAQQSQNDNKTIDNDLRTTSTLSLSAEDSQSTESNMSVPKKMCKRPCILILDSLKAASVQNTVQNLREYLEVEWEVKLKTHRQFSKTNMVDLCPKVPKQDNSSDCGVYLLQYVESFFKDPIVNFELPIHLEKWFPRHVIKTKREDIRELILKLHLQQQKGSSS
SENP6 inh = inhibitors of human SENP6 protease; AID 2599; Recombinant SENP6 catalytic domain, aminoluciferin luminescence; Q9GZR1; inhibition, % at 10 µM; actives 1.8% (n = 330,000);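 active = inhibition above about 50% at the single tested dose, limit read from the data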;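 also: plate controls were DMSO wells with enzyme for no effect and DMSO wells lacking enzyme for full effect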
PfG6PD inh = PfG6PD (Plasmodium falciparum) enzyme inhibition; PfGluPho enzyme, NADPH resazurin-diaphorase fluorescence; inhibition, % at 20 µM; actives 0.78% (n = 350,000);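 active = inhibition reaching at least a set limit at 20 µM in the primary screen, cut at about 59% in these data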;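 also: 0% = DMSO wells with substrate and 100% = DMSO wells lacking glucose-6-phosphate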
SENP1 inh = blocks the human SENP1 SUMO protease catalytic domain; recombinant SENP1 catalytic domain, CyPet-SUMO1-YPet FRET cleavage; inhibition, % at 10 µM; actives 0.21% (n = 360,000); Q9P0U3;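 active = inhibition at least 30% at 10 µM, raw YFP signal under a set limit, fluorescence ratio 0.5 to 1.5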;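 also: 0% = enzyme with DMSO and 100% = no enzyme wells; some results filed as inactive read as strong as hits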
Target sequence (Q9P0U3 419-644 limits assumed): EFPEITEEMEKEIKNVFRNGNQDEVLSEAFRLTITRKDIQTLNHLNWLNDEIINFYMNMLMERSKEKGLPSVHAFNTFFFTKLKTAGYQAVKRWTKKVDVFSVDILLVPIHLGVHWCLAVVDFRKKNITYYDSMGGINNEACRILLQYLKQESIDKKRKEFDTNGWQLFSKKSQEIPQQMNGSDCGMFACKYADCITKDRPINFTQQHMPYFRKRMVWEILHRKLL
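Test system: recombinant human SENP1 catalytic domain, His6-tagged / Medium: pH 8 Tris buffer with EDTA, NaCl, BME, BSA, NP40, catalase / Also added: SUMO1 FRET substrate flanked by Cypet and Ypet, 25 nM / Times: 50 min reaction at room temperature / Signal: FRET, CFP and YFP emission / Control set: no-enzyme low control and enzyme-plus-DMSO high control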
SENP8 block-2 = inhibitors of human SENP8 protease; AID 2540; Q96LD8; actives 1.2% (n = 330,000); purified SENP8, Z-RLRGG-aminoluciferin cleavage, luminescence; inhibition, % at 10 µM; in the data active = inhibition above about 50%
Numbers without * were called inactive; · = no result given; & = joins results of further samples. Rows were taken by chance (roughly 4% active in at least one column).

nr	SMILES	HKDC1 inh	MIN6 prolif	UBC13 polyUb	SENP8 block-1	SENP7 inh	SENP6 inh	PfG6PD inh	SENP1 inh	SENP8 block-2
1	COc1cc(CN2CCNC(=O)C2CC(=O)NC2CCC2)cc(OC)c1 (stereo not drawn)	6	5	2	-29	0	-15	8	-9	1
2	O=C(NNC(=O)C12CC3CC(CC(C3)C1)C2)c1ccccn1	-4	-6	7	16	3	-6	-2	4	10
3	COc1ccccc1CNC(=O)C1CCC(CNc2c(N3CCC(C)CC3)c(=O)c2=O)CC1 (stereo not drawn)	-5	5	6	17	6	12	-10	-2	2
4	CCOC(CNC(=O)c1ccc(N2CCc3ccccc32)c([N+](=O)[O-])c1)OCC	-11	0	-58	26	11	-12	29	2	3
5	CCN1CCN(C(=S)Nc2ccc3nc(N4CCN(C)CC4)cc(C)c3c2)CC1	-5	0	13	-271	-2	8	-3	-21	3
6	CCSc1nnc(NC(=O)C(CC)Oc2ccccc2)s1 (stereo not drawn)	-14	-3	3	9	-4	-3	-8	0	1
7	Cc1cc(C(=O)N/N=C/c2cc(Cl)cc([N+](=O)[O-])c2O)c2ccccc2n1	-21	-5	-59	40	-5	-19	-32	10	-8
8	Cc1ccc(-n2ncc3c(N4CCCC4)ncnc32)c(C)c1	-1	0	6	24	1	-4	-18	2	4
9	COc1ccc(-n2c(SC3CCOC3=O)nc3ccccc32)cc1 (stereo not drawn)	8	-2	-7	11	-1	3	-2	-2	6
10	CC(C)[C@H](NC(=O)c1ccccc1Cl)C(=O)OCc1cc(=O)n2cc(Br)ccc2n1	-6	-4	-9	9	7	13	10	1	11
11	COc1ccccc1-n1cc(CN2CCN(C3CCCCC3)C(CCO)C2)cn1 (stereo not drawn)	-7	-2	2	1	5	23	5	0	13
12	COC(=O)c1ccccc1NC(=O)CN(Cc1ccc(Cl)cc1)S(C)(=O)=O	-16	5	10	7	0	-11	6	3	0
13	O=C(Nc1cccn2ncnc12)c1ccc(Cl)cc1Cl	-1	2	-17	13	-6	2	-9	1	-10
14	O=C(OCC(=O)N1CCCC1)c1ccc(S(=O)(=O)N2CCOCC2)cc1	-7	-2	3	7	3	10	0	2	-4
15	O=C(CSc1nc2ccccc2s1)Nc1ccc(Cl)c(S(=O)(=O)N2CCOCC2)c1	-5	0	-17	-17	-1	-2	9	0	-11
16	COc1ccc(N2CCN(C(=O)CC3NC4CCCCC4NC3=O)CC2)cc1 (stereo not drawn)	-7	-3	-3	10	-6	14	-4	0	7
17	Cc1ccc2nc(C)cc(Cl)c2c1	-7	2	8	6	0	-2	-9	2	7
18	CCC(c1nnnn1CCOC)N1CCN(C(=O)c2ccco2)CC1 (stereo not drawn)	-5	1	8	10	-8	-9	4	0	1
19	COc1ccc(-c2nnc(SCCC(=O)O)n2-c2ccccc2)cc1	4	0	5	-8	0	-1	6	2	2
20	COc1ccc(-c2noc(-c3ccccc3-c3ccccc3)n2)cc1OC	2	-3	-2	18	-2	-17	14	2	-8
21	O=C(Nc1cccc(-n2cnnn2)c1)c1cc(Cl)nc(Cl)c1	-2	2	-1	-6	5	-8	-3	-4	-2
22	Cc1ccc(Cn2c(/C=C/c3ccco3)nc3ccccc32)cc1	2	-3	0	-414	7	-5	44	-27	-1
23	Cc1ccc(-n2[nH]c(C)c(/C=N/N3C(=O)c4cccc5cccc(c45)C3=O)c2=O)cc1	-3	-5	-38	32	4	-3	-5	3	-1
24	C=CCN(CC=C)C(=O)Cn1cnc([N+](=O)[O-])n1	15	-1	-9	16	11	-14	-14	-1	-4
25	CCOC(=O)c1cc(-c2ccccc2)nn1Cc1cc(CC)no1	-2	1	3	16	12	-1	24	1	-17
26	COC(=O)C1=C(C)N=C2SCCC(=O)N2C1/C=C/c1ccccc1 (stereo not drawn)	4	0	-5	25	12	-1	-18	1	-3
27	Cc1ccc(S(=O)(=O)CCC(=O)OCC(=O)Nc2cc(F)ccc2C)cc1	1	-4	-2	4	10	7	-13	0	-3
28	Cc1cc(OCC(=O)NNC(=O)c2cccnc2)cc(C)c1Cl	1	3	8	2	-4	5	-2	2	-3
29	CCCNC(=O)c1ccc(Cn2cc(-c3ccc(OC)cc3)nc2C(C)N)cc1 (stereo not drawn)	-3	-3	9	-345	-13	-15	-20	-2	-15
30	COc1ccc(CCNC(=O)CN(C)S(=O)(=O)c2cccc3nsnc23)cc1OC	1	-2	-3	18	-2	0	-21	2	-4

Retrieved one by one from the list above (two):
nr	SMILES	HKDC1 inh	MIN6 prolif	UBC13 polyUb	SENP8 block-1	SENP7 inh	SENP6 inh	PfG6PD inh	SENP1 inh	SENP8 block-2
9	COc1ccc(-n2c(SC3CCOC3=O)nc3ccccc32)cc1 (stereo not drawn)	8	-2	-7	11	-1	3	-2	-2	6
24	C=CCN(CC=C)C(=O)Cn1cnc([N+](=O)[O-])n1	15	-1	-9	16	11	-14	-14	-1	-4

(further entries)
nr	SMILES	HKDC1 inh	MIN6 prolif	UBC13 polyUb	SENP8 block-1	SENP7 inh	SENP6 inh	PfG6PD inh	SENP1 inh	SENP8 block-2
31	Cc1ccc(NC(=S)C2=C(O)c3sccc3N(C)S2(=O)=O)cc1	0	-4	7	-42	-13	4	-24	-39	-1
32	NC(=O)CN1C(=O)NC(c2ccccc2)(c2ccccc2)C1=O	-5	-1	2	10	4	-19	18	1	-11
33	CCCCn1c(N)c(N(CCOC)C(=O)COC(=O)c2cc(CC)c(C)s2)c(=O)[nH]c1=O	-3	-6	-6	0	-8	-10	3	0	-10
34	O=S(=O)(c1ccc(Br)cc1)N1CCC2(CC1)OCCO2	-5	0	-6	6	-5	-17	-4	-2	-8
35	CCC(=O)Nc1sc2c(c1C#N)CC(C)(C)NC2(C)C	1	3	4	9	3	8	1	-5	-4
36	CCOCCCn1c(=S)[nH]c2cc3c(cc2c1=O)OCO3	-1	0	4	6	8	0	20	-1	-3
37	C[C@H](NC(=O)c1nc[nH]c1C(=O)N1CCN(C(=O)OC(C)(C)C)CC1)c1ccccc1	-3	-1	1	0	4	-3	-17	5	-2
38	COCCn1c(SCCN2CCCCC2)nc2ccccc2c1=O	-2	-1	11	26	-2	-1	-9	3	4
39	C=CCn1c(C#N)c(N)sc1=N	-2	-2	-6	-65	-1	14	4	-22	-1
40	COCCN(C(=O)C1=COCCO1)c1c(N)n(Cc2ccccc2)c(=O)[nH]c1=O	0	0	10	-5	-14	-13	10	0	-2
41	Cc1ccc(S(=O)(=O)n2ccc3cccnc32)cc1	-1	0	8	-1	-4	0	-3	3	-3
42	N#CCCN(C(=O)COC(=O)CCc1nc2ccccc2c(=O)[nH]1)c1ccccc1F	-6	-2	-3	12	1	-15	-2	0	-4
43	Cn1cc(C(=O)NCc2ccccc2F)cn1	-1	4	4	16	9	-20	-15	0	-5
44	CCc1nccn1S(=O)(=O)c1ccc(Br)cc1Br	7	-1	3	7	3	-23	-19	0	3
45	CCOC(=O)c1cc2c(nc1N)CC(C)(CC)OC2 (stereo not drawn)	-4	1	1	-484	14	0	-16	-1	-11
46	CCCOc1ccc(NC(=O)Cc2ccc(S(=O)(=O)N3CCOCC3)s2)cc1OCCC	1	-2	-15	-5	0	-14	19	-3	-2
47	Cc1ccc2[nH]c(C(=O)O)c(NC(=O)CN3CCN(c4cccc(C)c4C)CC3)c2c1	11	1	-18	-83	-4	4	-17	-8	-4
48	CCN(CC)CCN(C(=O)c1ccc2ccccc2c1)c1nc2cc3c(cc2s1)OCO3	5	-4	20	5	-1	-12	16	4	-2
49	O=C1CCCN1CCCNS(=O)(=O)c1ccc(Cl)c(C(=O)N2CCOCC2)c1	2	-1	-8	12	2	-3	-16	1	-6
50	NC(=O)Cc1nc(-c2ccc([N+](=O)[O-])cc2)cs1	-8	-2	-19	13	2	2	24	2	8
51	CCOC(=O)[C@@H]1[C@H]2COc3cc(OC)ccc3[C@H]2N2C(=O)N(c3ccc(C(F)(F)F)cc3)C(=O)[C@@]12C	-2	-4	-15	7	6	-4	1	1	4
52	CCN(CC(=O)NCc1ccccc1Cl)CC(=O)Nc1c(F)cccc1F	-5	0	1	32	0	-8	-4	-1	-2
53	CCc1ccc(N(CC(=O)O)S(=O)(=O)c2c(C)noc2C)cc1	1	-6	-1	2	3	-8	-5	1	2
54	CCO[C@@H]1OC(C(=O)NCc2ccccc2)=C[C@H](c2csc3ccccc23)[C@H]1CCCO	6	-6	16	9	6	1	9	2	-6
55	Cc1nc2c(-c3ccc(F)cc3)c(C)nn2c(C)c1CCC(=O)N1CCN(c2ccc(F)cc2)CC1	-1	-5	12	-22	-12	-1	12	2	-3
56	CC(=O)C1=C(C)NC(=O)NC1c1ccc2c(c1)OCO2 (stereo not drawn)	-3	2	4	4	4	-14	-13	-4	-4
57	COc1ccccc1C(=O)NC(=O)COC(=O)c1cccc(NC(C)=O)c1	-4	0	-2	5	5	9	-6	1	7
58	O=C1NC[C@H](Cc2ccc(O)cc2)N(CCc2cccc3ccccc23)C1=O	-4	3	8	24	3	-7	-11	1	7
59	O=S(=O)(c1ccc(Cl)cc1)N1CCN(Cc2cccnc2)CC1	-9	-1	5	8	1	11	-2	2	2
60	Cn1c([N+](=O)[O-])cnc1COC(N)=O	-5	-1	-11	11	-5	-18	-3	0	-7
61	OCc1cc(C(O)CNCCCCCCOCCCCc2ccccc2)ccc1O (stereo not drawn)	13	-7&-8	22&25	-336	-9&-5	7&-6	-1	1	-4&-9
62	Cc1nccn1CC(=O)N/N=C/c1ccc(O)c(O)c1	·	-4	2	·	7	14	·	·	11
63	C[C@H](NS(=O)(=O)c1ccc2c(c1)OCCCO2)C(=O)N1CCN(c2ccc(F)cc2)CC1	-4	-7	-3	-1	-10	-2	-3	3	-12
